Screening data from PubChem BioAssay.
Peg3 prom inh – Peg3 promoter-driven luciferase inhibitors, primary screen, cell-based, HeLa, luciferase luminescence. HeLa PEG-Prom luciferase reporter, overnight. inhibition, % at 20 µM. 360,000 compounds, 1.7% hits. AID 588405, 2011;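 active means inhibition of at least 50% at 20 µM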
NR2E3 ag-1 – inhibitors of NR2E3-RetCOR corepressor binding, primary screen, NR2E3 agonist project, biochemical, TR-FRET, GST-NR2E3, biotin-RetCOR. 320,000 compounds, 0.12% hits. 1536-well. Photoreceptor-specific nuclear receptor (Homo sapiens), Q9Y5X4. AID 2300, 2010. inhibition of corepressor binding, % at 4.78 µM;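 active means percent inhibition above the cutoff of mean plus 3 SD of all tested compounds, set per screening campaign, cut at about 20% in these data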;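 further: 0% = DMSO wells and 100% = biotin wells as full block of FRET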
Target sequence (Q9Y5X4 whole entry, looked up): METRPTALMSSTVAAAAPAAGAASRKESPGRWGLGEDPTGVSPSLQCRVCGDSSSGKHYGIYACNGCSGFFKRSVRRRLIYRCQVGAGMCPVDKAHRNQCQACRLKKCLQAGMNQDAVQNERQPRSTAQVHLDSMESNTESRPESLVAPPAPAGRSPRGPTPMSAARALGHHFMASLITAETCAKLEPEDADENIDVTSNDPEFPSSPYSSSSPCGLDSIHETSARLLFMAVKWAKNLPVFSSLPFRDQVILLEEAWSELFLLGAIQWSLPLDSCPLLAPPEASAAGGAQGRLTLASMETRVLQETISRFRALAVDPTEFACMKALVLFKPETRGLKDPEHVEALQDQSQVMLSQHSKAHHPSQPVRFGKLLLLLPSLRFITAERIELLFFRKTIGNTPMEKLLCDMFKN
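System: GST-NR2E3 and biotin-RetCOR proteins; probe or stimulus: 7 nM biotin-RetCOR; doses: compound at 4.8 µM, single dose; schedule: Compound–protein incubation for 5 h at 4 °C; detection: time-resolved FRET; read-out: percent inhibition; controls: biotin wells as high control, 0.6% DMSO wells as low control; format: 1536-well plates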
NR2E3 ag-2 – NR2E3 agonists in two-hybrid cells, primary screen, cell-based, luminescence, CHO-S, Gal4-NCOR/VP16-NR2E3. Photoreceptor-specific nuclear receptor (Homo sapiens), Q9Y5X4. luciferase. inhibition of corepressor binding, % at 3.98 µM. 360,000 compounds, 0.35% hits. AID 602229, 2012;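 active means inhibition above the mean of all tested compounds plus 3 SD, cut at about 70% in these data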;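 further: 0% = DMSO with NR2E3 transfected cells and 100% = cells lacking NR2E3 construct; higher means lower luciferase signal from less NR2E3 corepressor binding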
CF NFkB block – inhibitors of PAF-induced NF-kB signaling, primary screen, cell-based, GFP fluorescence, uHTS. KKLEB NF-kB-GFP reporter, GFP fluorescence overnight. inhibition, % at 5 µM. 360,000 compounds, 0.86% hits. AID 588850, 2011;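 active means at least 50% inhibition at 5 µM, scaled per plate between neutral and stimulator controls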;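 further: PAF is a Pseudomonas aeruginosa culture filtrate used as stimulus; plate controls were PAF-stimulated DMSO wells for no effect and unstimulated DMSO wells for full effect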
iPSC survival up – enhancers of single-cell hiPSC survival, primary screen, ATPlite luminescence. 360,000 compounds, 0.044% hits. 100% = ROCK inhibitor wells, 0% = DMSO. survival enhancement, % at 20 µM; in the data active means survival enhancement above about 18%;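 further: cells exposed to compounds for 16 hours before the ATP read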
TRPM1 prom inh – inhibitors of MITF-dependent TRPM1 promoter reporter, primary screen, cell-based, SK-MEL-5, single point, luciferase | inhibition, % at 12.5 µM | AID 488899, 2010 | SK-MEL-5 TRPM1 promoter luciferase, 24 h | 330,000 compounds, 0.83% hits;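 active means mean inhibition across replicates of 60% or more, whatever share of single replicates reaches that level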; further: values of inactives mirror those of a sister screen read the other way
TRAIL sens C8 – viability loss with TRAIL in NB7+C8 cells, primary screen, TRAIL sensitizer project, cell-based, ATPlite luminescence; AID 624354, 2012; inhibition (viability loss, TRAIL sensitization), % at 10 µM; 360,000 compounds, 1% hits;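 active means compounds causing at least 50% loss of cell viability in the single-dose screen, relative to plate controls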
Shn3 inh set2 – reduction of Shn3 3'UTR firefly luciferase signal, primary screen, Schnurri-3 inhibitor project, cell-based, Clone20 osteoblasts, set 2; Clone20 osteoblast Shn3 3'UTR firefly luciferase, 24 h; inhibition, % at 12.5 µM; 360,000 compounds, 0.52% hits; AID 588674, 2011;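 active means mean inhibition of at least 75% with every replicate also reaching 75%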;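 further: 0% = median of neutral control wells and 100% = pilot-screen positive control compound; some compounds past the cut are filed as inactive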
HIF-2a block – HIF-2a reporter inhibitors, primary screen, luminescence, 786-0 RCC cells; 786-0 RCC cells HIF-2a reporter, luciferase luminescence, overnight; inhibition, % at 18.8 µM; 360,000 compounds, 0.72% hits; AID 624352, 2012;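 active means inhibition of the luminescence signal of 40% or more relative to plate controls, in a single-dose primary screen at 18.75 µM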
KKLEB tox – cytotoxicity in KKLEB CF airway cells, primary screen, cytotoxicity control for CF NF-kB inhibitor project, cell-based, uHTS, fluorescence assay plates; AID 602141, 2011; KKLEB CF airway cells viability, ATPlite luminescence, overnight; active compounds read low; cells stimulated with P. aeruginosa culture filtrate; 360,000 compounds, 0.36% hits; activity change (cytotoxicity), % at 5 µM;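 active means corrected activity change at or below -50% at 5 µM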
LMP1 NFkB inh – EBV LMP1-driven NF-kappaB luciferase reporter inhibitors, primary screen, cell-based, luminescence, single point; LMP1-induced NF-kappaB luciferase reporter cells; inhibition, % at 12.5 µM; 350,000 compounds, 0.69% hits; AID 504558, 2011; in the data active means inhibition above about 41%;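 further: 0% = neutral control wells and 100% = reference inhibitor control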
Starred values were filed as active, the others as inactive; x = no result given. The list is partial. The share of hits here may be higher or lower than overall.

SMILES	Peg3 prom inh	NR2E3 ag-1	NR2E3 ag-2	CF NFkB block	iPSC survival up	TRPM1 prom inh	TRAIL sens C8	Shn3 inh set2	HIF-2a block	KKLEB tox	LMP1 NFkB inh
COc1nc(SCC(=O)Nc2ccccc2Cl)nc(N(C)C)n1	-12.0	1.7	3.2	10.1	0.5	-9.0	0.0	5.8	-30.5	-19.8	2.4
N[C@@H](Cc1ccccc1)c1nnc(SC/C=C/c2ccccc2)o1	10.0	-2.3	-2.2	16.6	0.5	13.8	-4.0	-6.6	6.2	-6.5	-0.7
CN1C(=O)c2ccccc2N(C)C1c1cccs1 (stereo not given)	16.0	0.4	14.4	-5.1	-0.4	2.7	8.0	-16.9	13.2	0.4	1.0
Cc1ccnc(NS(=O)(=O)c2ccc(NC(=O)c3cccc(Cl)c3)cc2)n1	-0.5	x	2.3	16.9	3.7	x	-19.7	-3.8	15.0	-6.5	6.2
CCc1ccc(NC(=O)c2ccc(-n3cncn3)c([N+](=O)[O-])c2)cc1	-26.9	0.2	3.9	-25.9	0.1	-5.3	11.9	3.5	-36.7	0.5	0.6
COc1ccc(-c2cc(-c3cc(OC)ccc3O)[nH]n2)cc1	-241.8	3.9	-153.8	-18.0	-1.7	-31.4	15.5	-30.6	-299.2	27.1	-32.9
COc1ccc(N2CCN(C(=O)NCc3ccc(OC)c(OC)c3)CC2)cc1	-17.1	4.5	-15.7	-6.3	0.5	-4.2	-1.0	7.9	5.9	-6.4	-0.1
COc1cc(C(C(=O)NC(C)(C)C)N(Cc2ccc3c(c2)OCO3)C(=O)c2cnccn2)cc(OC)c1OC (stereo not given)	9.2	-0.3	18.6	-16.1	5.8	-2.1	-21.0	-1.5	6.7	4.8	-1.8
O=C(c1ccco1)c1cn[nH]c1-c1ccc(Cl)cc1O	18.9	7.9	2.8	3.4	5.2	22.0	-9.7	8.8	26.0	7.6	-8.6
CCOC(=O)N1CCN(Cc2cn[nH]c2-c2cc3ccccc3o2)CC1	-14.9	1.5	-8.0	-11.1	2.5	8.9	-17.5	3.7	-0.3	-9.1	-6.6
CCOC(=O)c1ccc(N2C(=O)c3n[nH]c(C)c3C2c2ccc(OC)cc2)cc1 (stereo not given)	19.5	1.1	-43.6	-21.8	5.1	6.7	6.3	7.8	16.1	3.8	0.1
Cc1nnc2sc(SCc3ccccc3Cl)nn2c1=O	0.3	5.3	-31.1	6.1	0.2	15.4	-7.2	-30.0	21.4	-4.1	-20.1
Fc1ccc(C(Nc2ccccn2)c2c[nH]c3ccccc23)cc1 (stereo not given)	-0.8	3.3	-7.1	-0.5	-3.0	21.8	-4.7	-5.2	18.9	8.8	1.8
CCSc1nc(O)cc(=O)n1CC	38.2	3.9	-11.2	-6.5	-0.2	-0.6	6.1	-39.6	5.1	-3.5	7.0
CCN(C(=O)CSc1nc2ccc(O)cc2c(=O)n1-c1ccc(OC)c(OC)c1)C1CCS(=O)(=O)C1 (stereo not given)	-1.8	x	-8.2	-13.3	-0.1	-4.2	-6.0	-3.7	4.1	12.7	-2.2
CCCCOc1ccc(/C(O)=C2/C(=O)C(=O)N(CCCOC)C2c2ccncc2)cc1 (stereo not given)	7.8	1.8	-4.9	11.1	1.4	19.9	2.5	-0.7	11.7	-8.3	4.7
CN(CC(=O)Nc1cccc(F)c1)CC(=O)Nc1cccc(S(N)(=O)=O)c1	2.4	2.5	-44.9	7.1	1.4	-3.6	-7.1	-11.1	14.5	9.1	-3.6
CC(C)(C)NC(=O)C(c1ccco1)N(Cc1ccc(F)cc1)C(=O)c1snc(C(N)=O)c1N (stereo not given)	13.6	5.0	2.4	-2.4	-0.5	3.4	13.3	9.1	10.7	11.9	-5.6
C=CCOc1c(Br)cc(/C=N/Nc2ccc(C(=O)O)cc2)cc1OCC	-167.1	0.7	-114.1	26.9	3.6	-104.3	-1.3	-54.7	-116.7	6.6	-7.0
Cc1cc(/C=C2\Cc3ccccc3C2=O)c(C)n1-c1ccccc1	48.8	-1.0	-45.7	-14.7	-2.5	43.9	70.9*	46.6	43.9*	-35.2	44.5*
Cc1ccc(OCC(=O)Nc2c[nH]c(=O)[nH]c2=O)cc1C	-1.1	3.3	2.4	-6.6	-0.2	-10.7	5.2	6.4	10.9	5.0	-4.6
COc1cc(Cl)c(C)cc1NC(=O)c1ccccc1NC(=O)CN1CCOCC1	19.5	1.3	-10.8	-4.9	-0.5	3.3	-5.2	0.5	24.9	4.9	10.1
CC(C)[C@@H](CO)NC(=O)[C@H]1O[C@@H](n2cnc3c(N)ncnc32)[C@H](O)[C@@H]1O	3.0	x	-14.7	6.9	-1.1	x	4.4	5.7	12.3	-1.2	x
CCC(=O)Nc1ccc(C(=O)c2ccccc2)cc1	-105.3	0.2	-19.5	-1.5	-3.6	-20.9	-7.9	1.5	-81.6	-4.3	-2.9
Nc1ccc2c(c1)COC2=O	-25.7	-1.1	-111.4	7.8	-0.6	-17.1	9.1	-45.5	-24.2	-15.8	0.6
Cc1cccc(C)c1NC(=O)NN(C(=O)c1ccccc1)C(C)(C)C	13.5	0.8	-15.0	-6.2	-1.8	-8.9	-6.4	27.3	17.0	5.4	7.7
CC1=CC(=C2C(=O)c3ccccc3C2=O)C=C(C)N1Cc1ccco1	-221.3	-1.5	-133.3	-19.8	1.1	-44.7	35.4	14.1	-183.1	2.1	-21.6
C=CCNC(=O)/C(C#N)=C/c1cn(-c2ccccc2)nc1-c1cccs1	14.8	-4.4	-5.1	4.2	-0.2	6.8	19.5	30.8	17.0	-15.0	-1.6
Clc1ccc(C2=CC(c3ccco3)n3ncnc3N2)cc1 (stereo not given)	47.0	-1.3	12.4	-37.2	-0.4	10.5	22.9	0.7	19.6	-3.2	-2.1
CSCCC(NC(=O)c1ccccc1Br)C(=O)NNC(=O)c1csc(N2CCOCC2)n1 (stereo not given)	-4.2	-1.1	5.2	16.9	-0.4	5.6	10.5	11.3	13.2	-12.4	1.9
CN(C)S(=O)(=O)c1ccc(Cl)c(C(=O)NNC(=O)c2ccc3c(c2)OCO3)c1	-8.5	4.7	5.7	-10.7	0.3	2.0	-3.9	7.7	-3.1	17.2	-4.0
Cc1nn(-c2ccccc2Cl)c(Cl)c1/C=N/Nc1nc2ccccc2s1	72.4*	-4.0	51.7	-8.7	-3.0	98.2*	55.6*	83.0	73.6*	1.4	56.0*
O=C(COc1ccccc1)NCC(c1ccco1)N1CCN(c2ccccc2F)CC1 (stereo not given)	30.3	2.2	-19.7	1.8	-0.5	1.9	16.4	6.7	14.1	-0.1	2.3
Cn1c(SCc2ccccc2F)nc2ccccc2c1=O	2.5	2.3	13.5	-2.6	1.5	10.3	3.8	56.9	-14.9	-4.4	20.1
O=C(Nc1ccc(S(=O)(=O)N2CCOCC2)cc1)c1ccc(S(=O)(=O)N2CCOCC2)cc1	8.4	1.2	17.4	5.4	-0.3	5.8	1.1	14.0	12.4	2.2	-10.3
O=C(NCc1ccccc1)C(c1cccnc1)N(C(=O)c1ccccn1)c1ccccc1F (stereo not given)	8.6	-0.9	-11.2	2.4	-0.4	10.8	10.8	-6.9	5.3	-22.7	-6.9
CCc1c(C(=O)N2CCOCC2)csc1C	-92.3	2.4	-48.6	3.6	-3.7	-12.7	12.7	-26.0	-140.4	-15.9	4.7
COc1ccc(Nc2nc3ccccc3n2C)cc1	-263.9	-1.6	-121.7	-11.5	-0.5	-85.6	-3.1	-73.6	-229.0	11.0	-9.1
O=C(O)C1Cc2ccccc2CN1S(=O)(=O)/C=C/c1ccccc1 (stereo not given)	6.4	11.9	-5.2	26.2	-1.3	-13.8	-6.2	-24.1	5.1	-5.3	-7.3
CCCOc1ccc(-c2nc(C#N)c(N3CCC(C(N)=O)CC3)o2)cc1	1.5	-0.6	-11.3	-7.4	3.4	-2.5	-9.3	2.0	-20.2	-14.0	-3.6
COc1ccccc1-c1cc2nc(C)c(CCC(=O)NC(C)CCc3ccco3)c(C)n2n1 (stereo not given)	-11.4	-0.8	1.7	-11.4	0.4	-9.6	2.7	17.9	17.3	-3.7	3.2
C/C(CC(=O)Nc1ccc(N(C)C)cc1)=N\NC(=O)c1ccncc1	-12.1	3.3	-55.8	-13.7	-3.9	10.9	-7.2	-10.0	-3.3	19.5	-4.5
CCOC(=O)C1CCN(C(=O)COc2ccc([N+](=O)[O-])cc2)CC1	9.5	2.7	3.8	-3.0	-1.6	4.5	1.6	12.1	19.7	10.5	-2.9
CCN(CC)C(=S)SC1=CCS(=O)(=O)C1	5.5	4.4	-19.8	8.0	2.0	-8.5	10.2	4.8	8.2	-11.7	5.1
CC(=O)Nc1nnc(CSCc2ccccc2F)s1	-46.7	-3.2	-14.4	-4.8	0.2	-6.1	2.9	-33.4	-56.6	14.1	-8.8
c1ccc2[nH]c(CSc3nc4ccccc4o3)nc2c1	-97.1	-1.1	-31.6	11.2	-2.1	-18.1	1.6	20.1	-141.1	-16.8	4.1
COc1ccccc1N1CC(C(=O)OCC(=O)Nc2cc(C)on2)CC1=O (stereo not given)	1.5	x	-21.5	11.9	-0.6	5.9	-11.1	-4.1	13.4	8.0	1.7
NC(=O)c1nsc(C(=O)N(c2cccc(F)c2)C(C(=O)NCC2CCCO2)c2ccc3ncccc3c2)c1N (stereo not given)	-5.0	1.5	0.2	4.0	-0.3	-11.2	8.2	5.7	-4.1	3.9	-6.3
Cc1noc(C)c1S(=O)(=O)N(C)C[C@H]1Oc2c(NC(=O)Nc3ccccc3)cccc2C(=O)N([C@H](C)CO)C[C@@H]1C	-1.2	x	0.6	16.4	-3.3	-14.6	18.2	15.1	1.1	8.7	10.3
O=C(Nc1ccc(S(=O)(=O)NC2=NCCCCC2)cc1)c1ccc(Cl)c([N+](=O)[O-])c1	-3.2	x	-1.3	0.5	-1.9	18.0	0.3	8.5	0.9	-2.6	0.1
O=C(N/N=C/C(Br)=C\c1ccccc1)c1n[nH]c2c1CCC2	-283.7	-2.3	-33.7	20.8	-3.1	-1.8	35.6	18.7	-319.7	-15.9	-43.8
